ATXN2 expr inh: Primary qHTS for Inhibitors of ATXN expression; Potency, µM (series often up to 57 µM), for inactives: at the top dose activity change, negative = inhibition, usual class: inhibitors; 360,000 tested, 0.72% active; HEK-293 ATXN2-luciferase reporter, luminescence, 24 h; note: potency is the fitted concentration of half-maximal effect; % is set by controls: 0 for no effect and ±100 for the full control effect; nearly all actives have a fitted effect of over 55% in size
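qHTS (up to 57 uM final) was run with 24 h compound exposure of reporter cells at 37 °C. Each well was multiplexed: SteadyGlo luminescence measured ATXN2-luciferase expression after a fluorogenic Gly-Phe-AFC viability readout (25 uM final).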
MCF10A rerep: A quantitative high throughput screen for small molecules that induce DNA re-replication in MCF 10a normal breast cells | Potency, µM (doses to about 46.1 µM), for the others: top-dose activity, positive = re-replication, most hits filed as activators | 350,000 tested, 2.9% active | MCF 10A DNA re-replication, Hoechst nuclear intensity, 48 h; note: potency is the fitted concentration of half-maximal effect; % of control where 0% means no effect; nearly all actives have a fitted effect of over 50% in size
KB-V1 cytotox: qHTS assay for MDR1-selective chemotherapeutics: Primary screen using the drug-selected MDR subline cells KB-V1 | KB-V1 MDR cells viability, CellTiter-Glo, 72 h | Potency, µM (doses to about 46.1 µM), without a hit: top-dose activity change, negative = cytotoxicity, hits mostly cytotoxic | 400,000 tested, 3.4% active; note: potency is the fitted concentration of half-maximal effect; % is set by controls: 0 for no effect and ±100 for the full control effect; nearly all actives have a fitted effect of over 60% in size
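Cytotoxicity toward P-gp-expressing KB-V1 cells was determined as loss of CellTiter-Glo luminescence after 72 h at 37 degrees C. Compounds were tested in quantitative HTS format across a concentration range, with curves fitted to normalized data.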
WRN helicase inh: qHTS for Inhibitors of WRN Helicase; Potency, µM (titrated, usually from 114 µM), inactives show at the highest dose activity change, negative = inhibition, actives largely listed as inhibitors; Bifunctional 3'-5' exonuclease/ATP-dependent helicase WRN (Homo sapiens), Q14191; WRN helicase unwinding, fluorescent forked duplex, kinetic; 360,000 tested, 0.46% active; AID 651768, 2012; note: potency is the fitted concentration of half-maximal effect; % is set by controls: 0 for no effect and ±100 for the full control effect; nearly all actives have a fitted effect of over 55% in size
Target sequence (Q14191 whole entry, looked up): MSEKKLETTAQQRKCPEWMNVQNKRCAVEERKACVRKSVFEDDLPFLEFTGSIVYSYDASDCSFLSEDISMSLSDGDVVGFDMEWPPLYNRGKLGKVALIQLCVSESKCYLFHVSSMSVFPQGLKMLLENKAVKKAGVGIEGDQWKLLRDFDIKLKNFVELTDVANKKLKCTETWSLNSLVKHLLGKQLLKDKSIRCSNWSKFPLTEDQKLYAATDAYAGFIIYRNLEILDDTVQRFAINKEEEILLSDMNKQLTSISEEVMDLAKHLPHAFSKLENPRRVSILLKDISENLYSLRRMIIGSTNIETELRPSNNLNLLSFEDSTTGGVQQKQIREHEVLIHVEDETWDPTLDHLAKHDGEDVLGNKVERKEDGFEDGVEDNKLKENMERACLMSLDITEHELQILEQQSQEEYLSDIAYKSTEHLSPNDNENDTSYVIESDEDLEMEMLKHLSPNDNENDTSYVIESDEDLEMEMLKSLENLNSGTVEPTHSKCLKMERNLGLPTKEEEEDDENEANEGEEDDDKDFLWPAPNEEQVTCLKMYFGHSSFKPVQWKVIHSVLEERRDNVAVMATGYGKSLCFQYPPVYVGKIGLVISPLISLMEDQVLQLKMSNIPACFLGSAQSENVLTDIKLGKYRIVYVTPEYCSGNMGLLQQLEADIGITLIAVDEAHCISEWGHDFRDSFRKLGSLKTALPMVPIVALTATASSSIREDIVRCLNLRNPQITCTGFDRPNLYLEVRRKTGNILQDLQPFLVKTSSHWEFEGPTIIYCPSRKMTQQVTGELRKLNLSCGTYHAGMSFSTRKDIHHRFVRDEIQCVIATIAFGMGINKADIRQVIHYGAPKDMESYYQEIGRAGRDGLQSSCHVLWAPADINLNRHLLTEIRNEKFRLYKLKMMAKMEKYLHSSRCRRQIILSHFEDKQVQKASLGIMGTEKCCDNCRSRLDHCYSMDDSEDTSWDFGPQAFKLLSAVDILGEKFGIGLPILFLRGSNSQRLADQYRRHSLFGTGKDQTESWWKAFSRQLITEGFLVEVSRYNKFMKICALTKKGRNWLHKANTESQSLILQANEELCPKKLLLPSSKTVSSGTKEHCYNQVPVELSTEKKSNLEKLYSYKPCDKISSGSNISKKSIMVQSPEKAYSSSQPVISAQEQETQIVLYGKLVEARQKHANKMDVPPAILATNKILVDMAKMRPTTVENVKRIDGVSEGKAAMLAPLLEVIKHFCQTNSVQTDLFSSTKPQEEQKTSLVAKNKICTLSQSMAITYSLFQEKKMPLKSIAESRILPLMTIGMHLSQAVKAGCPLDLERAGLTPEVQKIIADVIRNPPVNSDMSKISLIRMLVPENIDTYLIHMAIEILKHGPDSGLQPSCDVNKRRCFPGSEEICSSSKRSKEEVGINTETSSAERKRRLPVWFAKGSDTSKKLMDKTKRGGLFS
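Fluorescence dequenching readout, ex 525 nm/em 598 nm, kinetic mode: forked duplex DNA (100 nM final) with adjacent fluorophore and quencher unwound by WRN (20 nM final) with 2 mM ATP. Compound preincubation 15 min, room temperature.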
SW480 rerep: A quantitative high throughput screen for small molecules that induce DNA re-replication in SW480 colon adenocarcinoma cells; 340,000 tested, 1.8% active; SW480 DNA re-replication, Hoechst DNA content imaging, 48 h; AID 624297, 2012; Potency, µM (top dose mostly 46.1 µM), without a hit: at the highest dose re-replication activation, actives largely listed as activators; note: potency is the fitted concentration of half-maximal effect; % of control where 0% means no effect; nearly all actives have a fitted effect of over 55% in size
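Image-based read-out: total Hoechst fluorescence of nuclei (405 nm excitation, 500-530 nm emission), with hits raising the fraction of high-intensity nuclei. SW480 colon cells incubated 48 hr with compounds at 37 C.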
KB-3-1 tox: qHTS assay for MDR1-selective chemotherapeutics: Primary screen using the parental adenocarcinoma cell KB-3-1. Potency, µM (titrated, usually from 46.1 µM), inactives show top-dose activity change, negative = cytotoxic, actives largely listed as cytotoxic. KB-3-1 viability, CellTiter-Glo ATP luminescence, 72 h. AID 1347075, 2019. 400,000 tested, 1.4% active; note: potency is the fitted concentration of half-maximal effect; % is set by controls: 0 for no effect and ±100 for the full control effect; nearly all actives have a fitted effect of over 60% in size
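Multi-concentration cytotoxicity screen in KB-3-1 cells grown in DMEM lacking phenol red with 10% FBS. After 72 h at 37 °C with compound, ATP-dependent luminescence was recorded.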
IL-1B inflam inh: qHTS for Inhibitors of Inflammasome Signaling: IL-1-beta AlphaLISA Primary Screen. THP-1 LPS/ATP IL-1B secretion, AlphaLISA, 16 h; hits give low values. activity change, % at 57.5 µM. 360,000 tested, 4.7% active. AID 743279, 2014; in the data active = activity change below about -50%; inconclusive = mostly about -30% to -49%; note: % is set by controls: 0 for no effect and ±100 for the full control effect
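THP-1 cells pretreated 1 hr with compounds (up to 57.5 uM final), then stimulated with LPS (250 ng/mL final) plus ATP (1.25 mM final); secreted IL-1B measured by AlphaLISA after 16 hr, decreased signal indicating inhibition.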
HT1080 IDH1KD tx: qHTS for induction of synthetic lethality in tumor cells producing 2HG: qHTS for the HT-1080-IDH1KD cell line; HT-1080 IDH1 knockdown viability, ATP luminescence, 48 h; Potency, µM (titrated, usually from 46.1 µM), for inactives: top-dose activity, negative = toxicity, actives largely listed as cytotoxic; 360,000 tested, 2% active;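 note: potency is the fitted concentration of half-maximal effect; 0% = DMSO wells and -100% = cell-free medium wells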
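Using the IDH1-knockdown HT-1080 line run in the same batch and compound series as the NT line, viability after 48 h at 37 °C was determined by CellTiter-Glo luminescence and expressed as % activity.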
HT1080-NT tox: qHTS for induction of synthetic lethality in tumor cells producing 2HG: qHTS for the HT-1080-NT fibrosarcoma cell line | HT-1080-NT fibrosarcoma viability, CellTiter-Glo ATP luminescence, 48 h | Potency, µM (series often up to 46.1 µM), inactives show top-dose activity, negative = less viability, actives largely listed as cytotoxic | 360,000 tested, 1.6% active;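 note: NT is the 2HG producing partner of a matched IDH1 knockdown line; potency is the fitted concentration of half-maximal effect; 0% = DMSO-treated cells and -100% = media-only wells without cells; nearly all actives have a fitted effect of over 55% in size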
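Toxicity toward the 2HG-producing NT line was scored as %Activity, normalised to DMSO and no-cell wells, from CellTiter-Glo luminescence after 48 hours' treatment.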
An asterisk follows results filed as active; ? = inconclusive; . = not tested or not shown; [ ] = dose if it differs, or a comment. Unless noted, calls come from the whole dose curve; as a rule, active = well fitted curve in the direction sought with a large enough effect; inconclusive = small, poorly fitted or top-dose-only effect, or another doubt; inactive = no such curve, though single readings can be large; an effect the other way counts as inactive or inconclusive. The list is partial; the hit share may differ from the screen's.

Values run as follows: MCF10A rerep	IL-1B inflam inh	SW480 rerep	HT1080 IDH1KD tx	ATXN2 expr inh	HT1080-NT tox	WRN helicase inh	KB-V1 cytotox	KB-3-1 tox
- CC(C)(C)C(=O)O[C@H]1CC[C@@]2(C)C(=CC(=O)C3C2CC[C@]2(C)C(=O)CCC32)C1 (stereo partly specified)
→ 0%	10	1%	8%	-2%	4%	7%	-2%	-2%
- COc1ccc(C2SCC(=O)Nc3c2c(C)nn3C2CCOC(C)(C)C2)cc1OC (stereo unspecified)
→ 5%	9	2%	-2%	-3%	-3%	9%	-27%	1%
- COc1ccc(-n2c(SCCN(C)C)nc3ccccc3c2=O)cc1
→ -13%	-9	1%	4%	-5%	0%	-4%	2%	-2%
- CC1CCCCC1NC(=O)CNC(=S)N1CC2CC(C1)c1cccc(=O)n1C2 (stereo unspecified)
→ 1%	20	0%	20%	2%	2%	-2%	12%	2%
- CC(C)(C)C(=O)O[C@H]1CC[C@@]2(C)C(=CC(=O)C3C2CC[C@]2(C)C(=O)[C@H](O)CC32)C1 (stereo partly specified)
→ 2%	-10	17%	?	-15%	-8%	-7%	14%	-1%
- CCN(CC(=O)Nc1ccc(NC(C)=O)cc1)C(=O)CSC(c1ccccc1)c1ccccc1
→ 8%	?	-18%	-10%	-3%	-9%	-8%	-8%	-7%
- CCOC(=O)C1SC2(C(F)F)CC1(O)c1c(c(OC)c3occc3c1OC)O2 (stereo unspecified)
→ -2%	4	3%	23%	-10%	-13%	-10%	-26%	1%
- Cc1ccc(C(=O)c2cc(Br)ccc2N)cc1
→ 12%	35	-24%	5%	8%	8%	-8%	0%	-1%
- COc1ccc(C(=O)OC2CC[C@@]3(C)C4CCC5[C@]6(O)CC(O)[C@@]7(O)C(CN8CC(C)CCC8[C@@]7(C)O)[C@]6(O)C[C@@]53O[C@]24O)cc1OC (stereo partly specified)
→ -1%	-1	-5%	-21%	-8%	0%	4%	-15%	1%
- COc1ccc(N2CCN(CCc3ccncc3)CC2)cc1
→ -1%	-11	-31%	13%	-10%	11%	5%	5%	1%
- Cc1ccccc1NC(=O)COC(=O)c1cc(C)n(C2CC2)c1C
→ 1%	1	-1%	9%	3%	0%	1%	13µM*	-1%
- COc1ccc(CCN)cc1O
→ 2%	0	-27%	0%	0%	15%	5%	3%	0%
- O=C1C2CCCN2C(c2ccccc2)N1c1ccccn1 (stereo unspecified)
→ 0%	24	-1%	-5%	5%	-2%	11%	20%	-9%
- CCN1CCN(Cc2cc(Br)cc(OC)c2O)CC1
→ -1%	54	0%	7%	-9%	0%[9.24 µM]	-13%	-2%	-4%
- COC(=O)C1=C(c2ccc(C(C)=O)cc2)C[C@@H]2CC[C@H]1N2C(=O)NCc1ccco1
→ ?	11	-5%	5%	8%	-2%	-8%	-14%	0%
- Cc1ccc(S(=O)(=O)N2Cc3cc(-c4cccc(F)c4)ccc3-n3nncc3C2)cc1
→ .	18	.	5%	5%	12%	3%	18%	0%
- Cc1ccc(-n2c(O)c(C=NCC3CCCO3)c(=O)[nH]c2=O)c(C)c1 (stereo unspecified)
→ 4%	16	-4%	5%	-18%	7%	7%	-1%	14%
- O=C1NC(=O)C(CCc2ccncc2)(Cc2ccc([N+](=O)[O-])cc2)C(=O)N1
→ 6%	27	-4%	14%	8%	12%	-12%[57.1 µM]	0%	-4%
- CCOC(=O)c1c(C)c(P(=S)(N2CCOCC2)N2CCOCC2)n(C)c1C
→ 3%	-4	-4%	2%	-2%	4%	0%	-1%	4%
- COc1cccc(C2(O)CCN(CC(=O)Nc3nc(C)cs3)CC2)c1
→ -1%	0	-4%	-7%	-12%	1%	6%	-2%	9%

More results follow:
Values run as follows: MCF10A rerep	IL-1B inflam inh	SW480 rerep	HT1080 IDH1KD tx	ATXN2 expr inh	HT1080-NT tox	WRN helicase inh	KB-V1 cytotox	KB-3-1 tox
- O=C(NC(=S)N1CC1)c1ccccc1
→ .	16	.	0%	.	11%	-17%	4%	9%
- CCC(=NCCc1ccccc1)c1c(O)n(C)c(=O)n(C)c1=O
→ -2%	-19	-6%	?	.	?	-8%	?	?
- COc1ccc(CC(=O)N(CCN(C)C)CC2CCCN(Cc3ccccc3F)C2)cc1 (stereo unspecified)
→ ?	-22	14%	-20%	-6%	-13%	0%	21%	13%
- CCOC(=O)CSc1nn(-c2ccccc2)c(=S)s1
→ 7%	12	-7%	-4%	-3%	-4%	10%	-4%	35%
- CN1C2c3ccccc3C3C4c5ccccc5C(C31)C(C2[N+](=O)[O-])N4C (stereo unspecified)
→ 13%	11	-4%	-1%	.	-10%	4%	5%	-3%
- Cc1nn(-c2nccs2)c2c1C(=O)CC(C)(C)C2Br (stereo unspecified)
→ ?	?	?	-29%	?	-16%	-2%	0%	0%
- CC1CN=C(NC(C)c2ccccc2)S1 (stereo unspecified)
→ 9%	12	?	0%	.	-3%	-5%	-6%	0%
- c1cncc(CNCCc2c[nH]c3ccccc23)c1
→ -20%	-2	15%[1.84 µM]	3%	-2%[2.22 µM]	5%	5%[57.1 µM]	29%	14%
- CNC(=O)OCCc1n(C)cc[n+]1C
→ ?	-3	-5%	-7%	-1%	?	-9%	?	?
- CCOc1cc2c(cc1OCC)-n1cccc1C(c1ccc(OC)c(OC)c1)NC2 (stereo unspecified)
→ ?	?	2%	-8%	?	-16%	2%	11%	0%
- CCCCCc1nc2ccccc2c(=O)n1-c1ccccc1[N+](=O)[O-]
→ 12%	-6	2%	3%	.	-14%	2%	-18%	-9%
- Clc1ccc(NC2=NCCCS2)cc1Cl
→ 8%	-20	-1%	5%	-14%	-16%	5%	?	3%
- CC(=O)Nc1ccccc1OP1(=O)COc2ccccc2OC1
→ 2%	16	8%	3%	-2%	23%	2%	7%	0%
- CC(=O)OC1CCC2(C)C(CC(=O)C3C2CCC2(C)C(OC(C)=O)CCC32)C1 (stereo unspecified)
→ 0%	1	-4%	11%	-2%	0%	-2%	-27%	8%
- CCc1c(C)nc(N)nc1N1N=C1SCC(N)=O
→ -2%	-11	7%	-3%	-12%	-4%	5%	-4%	-7%
- CC(=O)N(C)CC#CCN1CCCC(CO)C1 (stereo unspecified)
→ -6%	.	2%[9.22 µM]	.	7%	.	.	0%	22%
- COC(=O)C1=C(c2cc3ccccc3s2)C[C@@H]2CC[C@H]1N2C(=O)NCc1ccc(C(F)(F)F)cc1
→ ?	-52*	-7%	?	?	?	-11%	18µM*	?
- CC1CC(NC(=O)C2C3CCC(O3)C2C(=O)O)CC(C)(C)C1 (stereo unspecified)
→ ?	52	?	?	-4%	?	-7%	-7%	0%
- CS(=O)(=O)N(CC(=O)N1CCN(Cc2ccc3c(c2)OCO3)CC1)Cc1ccc(Cl)cc1
→ -1%	-14	12%	?	-26%	-9%	-2%	?	?
- CNCC(O)c1cccc(OC(=O)c2ccccc2C)c1 (stereo unspecified)
→ 8%	-13	16%	-19%	-4%	-23%	11%	0%	11%

(list continues)
Values run as follows: MCF10A rerep	IL-1B inflam inh	SW480 rerep	HT1080 IDH1KD tx	ATXN2 expr inh	HT1080-NT tox	WRN helicase inh	KB-V1 cytotox	KB-3-1 tox
- O=[N+]([O-])c1ccc(C2[C@H]3C(c4ccccc4)=NC4(CCCCC4)N23)cc1 (stereo partly specified)
→ ?	1	8%	-7%	-17%	3%	-8%	-2%	-25%
- CN(Cc1ccc(OC(F)F)cc1)C(=O)c1ccccc1Sc1ccccc1C#N
→ ?	?	0%	-1%	-16%	-5%	-17%	?	-23%
- COC(=O)C(O)(c1ccc(NC(=O)c2cccs2)cc1)C(F)(F)F (stereo unspecified)
→ 2%	0	-1%	15%	.	1%	-1%	0%	2%
- Cn1c(O)c(/C=N/c2ncccn2)c(=O)n(C)c1=O
→ 1%	28	-11%	4%	5%	?	-17%	-1%	20%
- C=CCn1c(O)c(/C(C)=N/N2CCCCCC2)c(=O)[nH]c1=O
→ 10%	76	-13%	8%	0%	7%	5%	-14%	1%
- COC(=O)C1=C(c2cc3ccccc3s2)C[C@@H]2CC[C@H]1N2C(=O)N1CCCC1
→ ?	0	-36%[inhibitor]	-2%	-29%	-2%	-7%	-3%	-19%
- CC(C)(C)c1csc(NC(=O)Nc2ccccc2)n1
→ ?	-94*	-5%	?	65%[activator][11.3 µM]	?	-27%	2%	-25%

Quoted at random: 3 entries already listed, in no set order.
Values run as follows: MCF10A rerep	IL-1B inflam inh	SW480 rerep	HT1080 IDH1KD tx	ATXN2 expr inh	HT1080-NT tox	WRN helicase inh	KB-V1 cytotox	KB-3-1 tox
- C=CCn1c(O)c(/C(C)=N/N2CCCCCC2)c(=O)[nH]c1=O
→ 10%	76	-13%	8%	0%	7%	5%	-14%	1%
- Cn1c(O)c(/C=N/c2ncccn2)c(=O)n(C)c1=O
→ 1%	28	-11%	4%	5%	?	-17%	-1%	20%
- O=[N+]([O-])c1ccc(C2[C@H]3C(c4ccccc4)=NC4(CCCCC4)N23)cc1 (stereo partly specified)
→ ?	1	8%	-7%	-17%	3%	-8%	-2%	-25%

Screens (PubChem BioAssay)
